Screens: PubChem, The Scripps Research Institute Molecular Screening Center
CHRM4 agonist = CHRM4 agonism in calcium assay; actives 0.14% (n = 360,000); P08173; AID 624127; activation, % at 3 µM; CHO-K1 hM4/Gqi5, Fluo-8 calcium fluorescence; vehicle 0%, full acetylcholine response 100%;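 active = activation above the run mean over all test wells plus 3 SD, cut at about 32% in these data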;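 note: peak over basal fluorescence ratio per well then scaled between controls; 0% = DMSO wells and 100% = acetylcholine at EC100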
Target sequence (P08173 whole entry, looked up): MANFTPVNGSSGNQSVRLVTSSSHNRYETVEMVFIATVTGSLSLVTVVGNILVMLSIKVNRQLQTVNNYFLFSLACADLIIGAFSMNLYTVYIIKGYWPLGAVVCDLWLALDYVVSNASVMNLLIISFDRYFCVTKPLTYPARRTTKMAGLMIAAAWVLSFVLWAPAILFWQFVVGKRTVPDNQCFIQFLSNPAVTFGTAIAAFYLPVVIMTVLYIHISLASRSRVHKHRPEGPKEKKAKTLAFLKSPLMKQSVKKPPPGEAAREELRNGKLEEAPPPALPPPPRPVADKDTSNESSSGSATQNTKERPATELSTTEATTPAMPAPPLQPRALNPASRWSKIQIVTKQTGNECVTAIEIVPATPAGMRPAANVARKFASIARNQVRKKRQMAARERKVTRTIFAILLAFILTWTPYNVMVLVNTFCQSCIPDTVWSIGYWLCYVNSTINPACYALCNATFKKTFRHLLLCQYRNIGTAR
OXTR potentiate = potentiates the human oxytocin receptor response. P30559. AID 2445. activation, % at 3 µM. actives 0.061% (n = 320,000). CHO-OTR cells, Fluo-8 calcium fluorescence, potentiator mode; 0% = oxytocin EC15, 100% = EC100;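 active = activation above that plate's cutoff, the mean activation of tested compounds plus 3 SD, cut at about 6.6% in these data, passing the limit was not always enough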;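 note: 100% uses oxytocin at 75 nM as the full agonist control; some results filed as inactive read as strong as hits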
Target sequence (P30559 whole entry, looked up): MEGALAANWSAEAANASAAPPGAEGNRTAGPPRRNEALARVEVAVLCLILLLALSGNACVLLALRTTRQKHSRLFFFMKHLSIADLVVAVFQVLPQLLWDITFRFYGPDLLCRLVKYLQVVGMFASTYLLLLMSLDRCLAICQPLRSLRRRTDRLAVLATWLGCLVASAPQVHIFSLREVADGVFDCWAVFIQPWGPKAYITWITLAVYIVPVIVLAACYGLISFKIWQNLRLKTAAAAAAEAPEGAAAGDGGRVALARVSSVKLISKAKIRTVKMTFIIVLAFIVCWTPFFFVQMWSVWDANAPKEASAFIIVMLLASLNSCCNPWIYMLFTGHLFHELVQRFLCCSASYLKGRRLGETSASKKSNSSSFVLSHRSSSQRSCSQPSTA
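Assay system: CHO cell line stably expressing human OTR | Also added: Oxytocin at about EC15, sub-maximal agonist stimulus | Times: Compound 6 min at room temperature before oxytocin, 100 s read | Measured by: Fluo-8 intracellular calcium fluorescence, ex 470-495, em 515-575 nm | Controls: EC15 oxytocin alone as 0%, 75 nM oxytocin as 100%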
CHO parental Ca = counter-screen for OX1R antagonists: effect in parental CHO cells; AID 463079; parental CHO-K1, ATP-induced calcium, Fluo-8 fluorescence; actives 0.63% (n = 330,000); inhibition, % at 5.6 µM;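 active = inhibition above that plate's mean sample inhibition plus 3 SD, cut at about 26% in these data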;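 note: 0% = ATP-challenged DMSO wells and 100% = DMSO wells without ATP; some compounds past the cut are filed as inactive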
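Assay system: untransfected parental CHO cell line. Also added: ATP agonist challenge. Dosing: one dose, 5.6 µM nominal. Measured by: Fluo-8 fluorescence. Read-out: % inhibition. Benchmarks: ATP wells versus no-ATP DMSO wells. Repeats: no replicates.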
M1 ag = agonists of human M1 muscarinic receptor | CHO-K1 hM1, Fluo-8 calcium fluorescence, agonist mode; 0% DMSO, 100% acetylcholine EC100 | activation, % at 3 µM | actives 0.33% (n = 360,000);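 active = activation above the run's mean compound activation plus 3 SD, cut at about 16% in these data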;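 note: peak over basal fluorescence ratio within a 140 s kinetic read after compound addition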
M1 PAM = human CHRM1 positive allosteric modulation; P11229; CHO-K1 hM1, Fluo-8 calcium fluorescence, ACh EC20; 0% = ACh EC20, 100% = maximal ACh; activation, % at 3 µM; actives 0.088% (n = 360,000); in the data active = activation above about 19%, passing the limit was not always enough
M1 ag parental = nonselective activator or artifact in parental CHO-K1 cells; Fluo-8 calcium fluorescence; scaled to maximal ATP response, vehicle zero; activation, % at 3 µM; actives 0.48% (n = 360,000); AID 602248; in the data active = activation above about 15%;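 note: untransfected CHO-K1 host cells lacking M1 receptor as counterscreen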
M4 antag = blocks acetylcholine activation of human M4 receptor; actives 0.73% (n = 360,000); AID 624125; CHO-hM4 cells, ACh EC80, Fluo-8 calcium fluorescence; P08173; inhibition, % at 3 µM;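 active = inhibition above its plate's cutoff, the mean inhibition of sample wells plus 3 SD, cut at about 27% in these data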;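 note: 0% = acetylcholine EC80 with DMSO and 100% = DMSO without agonist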
CHO-K1 Ca antag = nonselective inhibitor or artifact in parental CHO-K1 cells. ATP-induced calcium, Fluo-8 fluorescence. inhibition, % at 3 µM. actives 0.6% (n = 360,000);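 active = inhibition above a per-plate cutoff, the plate's mean sample inhibition plus 3 SD, cut at about 24% in these data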;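 note: 0% = DMSO plus EC80 ATP and 100% = DMSO alone without ATP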
CHRM1 antagonist = human CHRM1 antagonism | AID 588852 | inhibition, % at 3 µM | CHO-K1 hM1, Fluo-8 calcium fluorescence, ACh EC80 antagonist | actives 1.3% (n = 360,000) | P11229;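 active = percent inhibition above its own plate's cutoff, namely the mean of that plate's compound wells plus 3 SD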;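 note: peak over basal fluorescence ratio during 140 s after agonist addition; 0% = ACh EC80 plus DMSO and 100% = DMSO alone without agonist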
* = called active by the depositor; nt = not tested or not shown.

SMILES	CHRM4 agonist	OXTR potentiate	CHO parental Ca	M1 ag	M1 PAM	M1 ag parental	M4 antag	CHO-K1 Ca antag	CHRM1 antagonist
CCCC(C)CO (stereo not given)	1.4	2.8	6.0	-3.3	0.7	0.0	-3.9	-14.0	-0.8
COc1cc(C2SC(C)C(=O)N2CCc2ccccc2)cc(OC)c1OC (stereo not given)	0.8	-1.5	-4.2	-9.6	14.9	0.7	-3.4	-4.3	-11.4
O=C(CSc1nnc(CN2CCCC2)n1-c1ccccc1)c1ccc2c(c1)OCO2	2.3	-6.4	-15.8	-5.8	-5.7	0.6	6.0	-11.5	-2.9
O=C(CSc1ncnc2c1nnn2Cc1ccccc1F)NCC1CCCO1 (stereo not given)	1.4	-1.8	-9.1	-4.0	-2.2	0.4	-0.9	3.6	5.7
CCOC(=O)C(C)Sc1nc(-c2ccccc2)nc2ccccc12 (stereo not given)	0.8	1.4	-38.4	-0.7	-5.3	0.0	-11.2	-3.6	6.4
COCn1ccnc1C(O)(c1ccc(OC)cc1)c1ccc(OC)cc1	0.3	-7.9	-2.9	-4.4	2.5	1.0	4.6	-0.4	-2.1
O=C(NCc1nnc(SCC(=O)N2CCCc3ccccc32)o1)c1ccccc1F	5.6	-5.2	-8.5	-3.3	7.7	0.8	-13.0	7.8	-3.4
Cc1ccc(S(=O)(=O)NC2OC(=O)C(Cl)=C2Cl)cc1 (stereo not given)	0.5	-5.0	4.3	-0.9	14.3	0.6	-5.9	-12.1	-24.7
CCOc1ccc(N2CC(NC(=O)c3ccc4ccccc4c3)CC2=O)cc1 (stereo not given)	1.0	-4.1	-9.5	2.4	5.2	-0.1	-2.0	3.7	1.3
CCOc1cc(C=NN2CCCCCC2)ccc1O	0.7	nt	nt	-6.0	0.2	-0.3	5.8	5.2	-4.3
Cc1cc(F)ccc1NC(=O)CCc1ccc(S(=O)(=O)N2CCOCC2)cc1	2.2	0.8	-8.8	-4.3	5.5	0.5	-12.0	-2.1	-2.8
Cn1/c(=N/N=C/c2ccc(N3CCOCC3)cc2)sc2ccccc21	0.4	-11.6	-11.7	-3.5	12.1	0.8	-1.5	-6.6	-10.2
CCCCn1c(SCC(=O)Nc2ccccc2C(F)(F)F)nc2ccsc2c1=O	0.3	-0.6	-7.5	-3.6	9.6	0.3	-11.0	1.4	-4.3
CCCn1nc(C(=O)OCC(=O)Nc2cccc(S(N)(=O)=O)c2)c2ccccc2c1=O	-1.4	-10.4	-14.5	-1.9	11.0	-0.2	-7.4	-8.7	-6.2
CCCCn1c(SCC(=O)N(CC)C2CCS(=O)(=O)C2)nnc1C(CC)N(C)C (stereo not given)	0.9	-9.6	-13.7	-1.6	1.6	0.3	10.3	2.4	8.6

Reprinted at random: 4 records from the list
SMILES	CHRM4 agonist	OXTR potentiate	CHO parental Ca	M1 ag	M1 PAM	M1 ag parental	M4 antag	CHO-K1 Ca antag	CHRM1 antagonist
Cn1/c(=N/N=C/c2ccc(N3CCOCC3)cc2)sc2ccccc21	0.4	-11.6	-11.7	-3.5	12.1	0.8	-1.5	-6.6	-10.2
O=C(NCc1nnc(SCC(=O)N2CCCc3ccccc32)o1)c1ccccc1F	5.6	-5.2	-8.5	-3.3	7.7	0.8	-13.0	7.8	-3.4
CCOc1cc(C=NN2CCCCCC2)ccc1O	0.7	nt	nt	-6.0	0.2	-0.3	5.8	5.2	-4.3
COc1cc(C2SC(C)C(=O)N2CCc2ccccc2)cc(OC)c1OC (stereo not given)	0.8	-1.5	-4.2	-9.6	14.9	0.7	-3.4	-4.3	-11.4

Other records:
SMILES	CHRM4 agonist	OXTR potentiate	CHO parental Ca	M1 ag	M1 PAM	M1 ag parental	M4 antag	CHO-K1 Ca antag	CHRM1 antagonist
CCOC(=O)C1=C(C)NC(C)=C(C(=O)OCC)C1C(=O)OCC(=O)N(CC)C1CCS(=O)(=O)C1 (stereo not given)	1.1	-1.9	-6.8	-3.4	-3.3	-0.2	8.2	1.1	12.3
COCCCNC1=C(Cl)C(=O)c2ccccc2C1=O	0.5	-0.6	-6.6	-4.8	9.6	0.0	8.4	-8.0	-13.8
O=C(CN(C1CCCCC1)S(=O)(=O)c1ccc(F)cc1)NCC1CCCO1 (stereo not given)	5.5	nt	nt	-4.4	2.3	4.7	7.0	-20.3	0.4
Cc1ccc(Cl)c2sc(NC(=O)C3CC3)nc12	0.4	-1.8	-9.2	-2.8	5.2	-0.2	-14.9	-6.8	-8.7
COC(=O)c1sccc1-c1ccc(/C=N/OC(=O)c2ccccc2)o1	0.4	-5.2	-14.3	-5.1	-6.4	1.5	5.9	8.4	-4.3
CCCCn1nnnc1SCC(=O)Nc1ccc(F)cc1	1.2	-14.1	-5.4	-1.6	4.4	0.2	3.5	0.8	-1.6
O=C(Cc1ccc(Cl)cc1)NC(=S)Nc1ccccc1N1CCOCC1	8.1	-16.9	10.2	2.6	1.8	2.1	4.3	2.9	-2.0
CC(=O)c1nn(-c2cccc(Br)c2)cc1C(=O)c1ccc2ccccc2c1	0.5	-4.9	9.3	-2.3	4.0	0.6	-18.6	9.0	34.7*
COc1ccc(/C=N/NC(=O)CNC(=O)c2ccc3c(c2)OCCO3)c(C(=O)O)c1OC	-0.2	-0.9	-15.6	-3.5	4.4	0.4	-0.7	-12.0	-7.7
COc1ccc(N(C)C(=O)c2oc(=O)c3ccccc3c2-c2ccc(C)cc2)c(OC)c1	2.0	-2.6	-14.5	-3.4	-2.1	0.4	6.8	-0.4	-12.3
COc1ccc(NC(=O)CSCC(=O)Nc2ccccc2N2CCCCC2)cc1	3.8	-2.8	-29.7	-4.1	3.7	0.7	-16.2	-4.4	-11.8
COc1cccc(-n2c(CN3CCN(c4ccccn4)CC3)nc3ccc([N+](=O)[O-])cc3c2=O)c1	8.9	0.2	-24.5	-3.8	-7.0	3.5	3.4	-2.3	12.5
Cc1ccc(C(=O)c2no[n+]([O-])c2C(=O)c2ccc(C)cc2)cc1	0.7	-3.5	-4.8	-2.9	3.5	-0.1	-13.5	-8.7	-11.5
O=C(CN(c1cccc(C(F)(F)F)c1)S(=O)(=O)c1ccc(Cl)c([N+](=O)[O-])c1)NCc1ccc(F)cc1	2.5	-16.8	21.6	-6.9	-7.2	1.6	12.7	12.8	5.2
FC(F)(F)c1cc(-c2ccccc2)nc(N2CCCCCC2)n1	0.7	-8.2	-9.9	-1.0	4.3	0.2	-1.6	-13.4	-17.4
O=C(NCc1cccc(Cl)c1)C1=CC=CN2CCS(=O)(=O)N=C12	0.6	2.9	-5.5	-4.9	-0.7	0.1	-8.0	-10.0	-2.8
COc1ccc(N2C(=O)C3CCCN3C2c2ccccc2)cc1Cl (stereo not given)	0.8	-0.5	-25.0	-2.5	13.6	0.1	10.7	1.9	-13.2
COc1cccc(NC(=O)NC2CCN(Cc3nnnn3Cc3ccc(F)cc3)CC2)c1	1.9	-10.6	-11.6	-4.6	-0.9	0.1	-3.7	-4.1	3.4
CCCCCc1cc(=O)oc2c(C(CCN3CCCC(C)C3)c3cc(OC)c(OC)c(OC)c3)c(OC)cc(OC)c12 (stereo not given)	3.1	-13.0	25.8	-10.7	-10.7	5.7	24.0	4.4	12.5
O=C(NCc1cccnc1)C(=O)C1C(=O)Nc2ccccc21 (stereo not given)	1.6	1.3	-6.3	0.1	15.6	0.4	-17.1	-4.6	-11.0
O=C(O)c1cccc(C(=O)c2cccc3ccccc23)c1	-1.6	0.3	-21.0	-3.9	7.3	-0.7	-3.1	-10.3	-9.0
C#CCOCCOCCOCCNc1nc(N2CCN(C(=O)[C@H](CO)n3cc([C@@H](N)C(C)C)nn3)CC2)nc(N2CCN(C(=O)[C@H](CCC(=O)O)n3cc([C@@H](N)CCCCN)nn3)CC2)n1	-0.5	-4.3	0.2	-7.7	-1.1	0.1	-2.5	2.7	-3.1
CC(/C=C/c1ccccc1F)=N\NC(=O)c1ccccc1	1.2	-11.8	-8.9	-6.7	3.4	0.6	5.0	-8.6	1.5
C#CCOCCOCCOCCNc1nc(N2CCN(C(=O)Cn3cc(CCCCN)nn3)CC2)nc(N2CCN(C(=O)[C@H](Cc3ccc(O)cc3)n3cc(CCO)nn3)CC2)n1	-0.7	nt	nt	-4.6	5.3	1.2	-2.4	-9.9	2.4
O=c1c2cccnc2nc2n1CCCCC2	2.1	3.2	-18.6	-5.2	10.7	1.3	-5.2	-8.0	-15.8
Cc1noc(C)c1COC(=O)c1ccc(S(=O)(=O)NCc2ccco2)cc1	1.8	-11.5	-1.6	-8.2	-15.6	1.8	9.0	0.8	4.5
Cc1cc(=O)[nH]c(Nc2cccc(C(F)(F)F)c2)n1	9.5	-23.7	-0.5	-0.2	2.4	5.8	-14.8	-3.8	0.4
COC(=O)[C@H]1C[C@@]2(O)CN(S(=O)(=O)c3ccc(C)cc3)C[C@@]2(OC(=O)NCc2ccccc2F)C[C@H]1C(=O)OC	3.1	nt	nt	6.4	16.5	0.2	-21.3	-6.2	-4.5
COc1ccc(C(=O)NC2CCN(CC(=O)Nc3cccc(C)c3)CC2)cc1OC	0.4	8.1	-7.7	-4.6	-1.9	0.2	17.8	-4.1	5.4
O=C(NNC(=O)C1CCN(S(=O)(=O)c2ccc(Cl)cc2)CC1)c1ccccc1O	1.2	8.1	-8.1	-0.9	4.4	2.1	-5.1	3.0	-0.1
COCc1cc(CNC(=O)C2CCC(=O)N(Cc3ccccc3OC)C2)[nH]n1 (stereo not given)	0.6	-10.5	2.0	5.2	13.5	-0.3	-10.7	7.4	4.9
O=C(c1[nH]c(C(F)(F)F)nc1-c1ccccc1)N1CCN(c2ccc(C(F)(F)F)cn2)CC1	7.1	nt	nt	-3.0	-7.0	3.0	0.1	-10.8	-9.1
Cc1ccc(-c2nnc(SCC(=O)Nc3ccccc3F)o2)cc1	0.9	-3.6	-6.8	-1.5	1.5	1.1	-11.0	-5.8	-9.3
Cc1cc(C(=O)c2cccs2)c(N)s1	2.6	-8.0	-12.7	-2.5	-1.0	1.2	10.5	-9.9	-10.7
Clc1ccc2c(N3CCCC3)ccnc2c1	2.1	5.3	-5.8	-3.7	0.3	0.3	3.0	-2.5	5.7
CCc1ccc(N(C)S(=O)(=O)c2ccc3[nH]cc(C(=O)NCCN4CCOCC4)c(=O)c3c2)cc1	6.4	0.5	-18.1	-10.9	-9.9	2.0	0.5	-17.3	16.2
CCN(CC(=O)Nc1c(F)cccc1F)C(=O)Cc1ccsc1	-0.4	5.4	-4.9	-1.4	12.4	2.2	-10.9	-8.4	-11.1

An excerpt from above, showing only M1 ag, M4 antag and CHO parental Ca:
| molecule | M1 ag | M4 antag | CHO parental Ca |
| --- | --- | --- | --- |
| O=C(NCc1nnc(SCC(=O)N2CCCc3ccccc32)o1)c1ccccc1F | -3.3 | -13.0 | -8.5 |
| Cn1/c(=N/N=C/c2ccc(N3CCOCC3)cc2)sc2ccccc21 | -3.5 | -1.5 | -11.7 |
